# Source: PubChem BioAssay (several laboratories)
# NALP1 inh: NALP1 inflammasome inhibitors in reconstituted yeast, colorimetric, S. cerevisiae, triplicate retest; AID 2071, 2009; S. cerevisiae NALP1/ASC/caspase-1 growth, X-gal OD620, 72 h; 280,000 compounds, 0.61% hits; inhibition, % at 10 µM; in the data active means inhibition mostly above about 24%, no sharp cut-off; inactive means mostly below about 32%; further: some compounds called inactive have numbers as strong as hits
# GPR7 antagonist: GPR7 receptor antagonists, primary screen, cell-based, fluorescence, single concentration. Neuropeptides B/W receptor type 1 (Homo sapiens), P48145. GPR7-expressing cells, fluorescence antagonist assay. inhibition, % at 4.4 µM. 290,000 compounds, 1.1% hits; in the data active means inhibition above about 16%, passing the limit was not always enough;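 further: cells stimulated with the agonist NPW; 0% = agonist with vehicle and 100% = vehicle without agonist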
# Target sequence (P48145 whole entry, looked up): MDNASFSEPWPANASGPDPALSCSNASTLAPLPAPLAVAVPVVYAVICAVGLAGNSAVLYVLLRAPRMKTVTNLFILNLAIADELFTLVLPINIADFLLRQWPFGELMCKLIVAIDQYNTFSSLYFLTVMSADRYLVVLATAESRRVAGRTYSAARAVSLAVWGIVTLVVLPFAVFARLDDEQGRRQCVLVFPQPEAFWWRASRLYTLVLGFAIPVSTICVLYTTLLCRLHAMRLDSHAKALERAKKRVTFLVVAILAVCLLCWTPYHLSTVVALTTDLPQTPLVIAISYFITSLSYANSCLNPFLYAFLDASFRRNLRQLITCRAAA
# FID counter: compounds displacing fluorescent DNA intercalator, primary screen, artefact control for HCV NS3 helicase inhibitor project, biochemical, FID fluorescence; inhibition, % at 7.9 µM; AID 1845, 2009; DNA fluorescent intercalator displacement; 290,000 compounds, 0.17% hits; in the data active means inhibition above about 37%;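 further: 0% = vehicle and 100% = reference compound; higher means more ethidium bromide displaced from hairpin DNA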
# MEKK3 PB1 HTS: modulators of MEKK3-MEK5 PB1 binding, primary screen, biochemical, wildtype MEKK3, multiplex bead flow cytometry, Alexa488-MEK5; Mitogen-activated protein kinase kinase kinase 3 (Homo sapiens), Q99759; bead-based flow cytometry, Alexa488-MEK5 binding to MEKK3; actives lie on both sides; 0 = blocked by unlabeled MEK5, 100 = vehicle; binding response (% of control), % at 10 µM; 290,000 compounds, 1.4% hits;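 active means binding response more than 3 SD above or below the average of its plate-row segment, actives on both sides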;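 further: Alexa488 bead fluorescence after subtracting the streptavidin-only scavenger bead signal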
# OXTR agonist: human OXTR agonists, primary screen, fluorescence, CHO-OTR cells, Fluo-8 calcium. Fluo-8 calcium fluorescence; normalized: DMSO 0%, oxytocin 100%. activation, % at 3 µM. 320,000 compounds, 0.32% hits. AID 2435, 2010;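 active means activation above the mean of all tested compounds plus 3 SD, cutoff set per screening run, cut at about 20% in these data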;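 further: peak over basal fluorescence ratio from a 100 s FLIPR kinetic read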
# Target sequence (P30559 whole entry, looked up): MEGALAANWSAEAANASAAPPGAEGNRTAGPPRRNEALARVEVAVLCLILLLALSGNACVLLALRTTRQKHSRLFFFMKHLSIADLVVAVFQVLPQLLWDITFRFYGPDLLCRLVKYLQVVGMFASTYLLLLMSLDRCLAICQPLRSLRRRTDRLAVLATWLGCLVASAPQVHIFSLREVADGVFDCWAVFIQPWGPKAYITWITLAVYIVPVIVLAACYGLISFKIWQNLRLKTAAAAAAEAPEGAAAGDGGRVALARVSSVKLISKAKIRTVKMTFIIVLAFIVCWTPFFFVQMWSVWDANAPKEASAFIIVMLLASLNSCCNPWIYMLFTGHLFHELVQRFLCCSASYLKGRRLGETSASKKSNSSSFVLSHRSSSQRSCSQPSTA
# MEKK2wt PB1 HTS: modulators of MEK5 binding to wildtype MEKK2, primary screen, biochemical, multiplex bead flow cytometry, Alexa488-MEK5. Mitogen-activated protein kinase kinase kinase 2 (Homo sapiens), Q9Y2U5. Alexa488-MEK5 binding to MEKK2 WT; actives lie on both sides. binding response (% of control), % at 10 µM. 290,000 compounds, 1.1% hits; in the data active means binding response below about 67% or above about 130%
# PHOSPHO1 block: PubChem AID 1565. Phosphoethanolamine/phosphocholine phosphatase (Homo sapiens), Q8TCT1. recombinant PHOSPHO1, absorbance phosphatase assay. inhibition, % at 13.3 µM. 290,000 compounds, 1.1% hits; in the data active means inhibition above about 60%
# Target sequence (Q8TCT1 whole entry, looked up): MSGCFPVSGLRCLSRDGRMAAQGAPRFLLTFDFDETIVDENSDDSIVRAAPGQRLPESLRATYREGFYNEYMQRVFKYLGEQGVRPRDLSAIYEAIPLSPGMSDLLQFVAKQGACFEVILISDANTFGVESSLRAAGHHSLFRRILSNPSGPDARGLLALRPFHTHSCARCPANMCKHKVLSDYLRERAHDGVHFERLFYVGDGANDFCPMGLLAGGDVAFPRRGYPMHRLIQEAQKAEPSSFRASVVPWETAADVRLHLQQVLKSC
# MEKK2 mut-MEK5: MEK5 binding signal on mutant MEKK2 PB1, primary screen, biochemical, multiplex bead flow cytometry, Alexa488-MEK5. Alexa488-MEK5 binding to MEKK2 mutant. percent response, % at 10 µM. 290,000 compounds, 0.35% hits. AID 1530, 2009; in the data active means percent response above about 24%, passing the limit was not always enough; further: inactives centre near 1; some results filed as inactive read as strong as hits; reference of the scale not given here
# M18AAP inhibitor: PfM18AAP inhibitors, malaria aminopeptidase, primary screen, biochemical, QFRET, recombinant enzyme. inhibition, % at 7.35 µM. 290,000 compounds, 1.2% hits. M18 aspartyl aminopeptidase (Plasmodium falciparum 3D7). H-Glu-NHMec fluorogenic cleavage;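 active means inhibition above the campaign mean inhibition over all tested compounds plus 3 SD, cut at about 28% in these data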;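 further: 0% = plate median of test compound wells and 100% = 2 mM ZnCl2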
# An asterisk follows results filed as active; · = not tested or not shown.
SMILES	NALP1 inh	GPR7 antagonist	FID counter	MEKK3 PB1 HTS	OXTR agonist	MEKK2wt PB1 HTS	PHOSPHO1 block	MEKK2 mut-MEK5	M18AAP inhibitor
COc1ccc(/C=C/c2c(-c3ccc(OC)cc3)oc3cccnc23)cc1	13	1	-23	97	0.1	96	0	-1	0
CC1CCN(C2=C(NS(=O)(=O)c3ccc(Cl)cc3)C(=O)c3ccccc3C2=O)CC1	24	-10	5	121	-1.2	100	5	1	-2
CCOc1ccc(-c2nc(CSCC(=O)NCCN3CCOCC3)c(C)o2)cc1	-14	3	-4	96	-2.0	97	-31	4	-7
Cc1ccc(C(=O)N2CCCC2)cc1S(=O)(=O)N1CCOCC1	-9	-9	-7	104	-0.5	110	34	9	5
O=C(Nc1ccc(F)cc1)C1CC(=O)n2c(nc3ccccc32)N1 (configuration not stated)	1	-6	2	101	-1.3	107	3	4	2
Cc1oc2nc(SCC(=O)NCCCO)nc(N)c2c1C	0	-8	-2	106	0.3	107	1	2	-1
CCCC(CCC)=NNC(=O)c1ccccc1F	14	-6	-2	100	-0.4	98	27	-3	-1
CC(=O)NC1C(=O)N=C(SCC(=O)Nc2c(C)cccc2C)NC1=O (configuration not stated)	9	-6	-1	105	-0.4	105	-6	3	8
CC1(C)OC(=O)C(=Cc2ccc(-c3ccc(Cl)c(C(=O)O)c3)o2)C(=O)O1	10	-5	-2	79	0.3	86	-9	-9	16
COc1ccccc1C(=O)NC(=O)CSc1nnc(C)s1	8	0	-5	97	0.2	104	-2	2	-12
CC(=O)Nc1ccc(OC(=O)Cc2ccc(Cl)cc2)cc1	-3	18	-14	108	2.6	106	-6	4	3
CCOC(=O)C1=C(C)Nc2ccccc2N=C1NC(=O)CCCN1C(=O)c2ccccc2C1=O	-6	-3	0	109	-0.3	107	15	8	-8
Cc1cc(C)cc(NC(=O)C2C3C=CC4(O3)C2C(=O)N(CCCN2CCCCC2)C4C(=O)NC2CCCCC2)c1 (configuration not stated)	14	-10	2	102	0.4	110	27	2	-6
CC(C)(C)C1CCC(OCC(O)CN2CCN(c3ccccn3)CC2)CC1 (configuration not stated)	18	3	34	91	2.2	87	32	-13	13
COc1cccc(C(=O)Nc2ccc(NC(=O)C3C4C=CC(C4)C3C(=O)O)cc2)c1 (configuration not stated)	18	9	-8	98	0.3	99	37	3	3
CC/C(=N/NC(=O)c1ccccc1)c1ccc(OCCN2CCOCC2)cc1	37	-12	-6	95	0.8	95	-7	-1	3
O=C(NCc1ccco1)c1ccc(COc2cccc3ccccc23)cc1	35	0	-18	107	2.4	119	-4	10	5
CCN1C=C(C(=O)OC)C(c2cccc(C)c2)C(C(=O)OC)=C1	-4	-9	-13	106	-2.4	110	-1	2	-1
O=C1N(Cc2cccnc2)C[C@@H]2C[C@@H](c3ccc4nonc4c3)N3CCC[C@@]123	24	0	-8	100	0.1	91	35	-6	0
Cc1nn(Cc2ccccc2Cl)c2sc(C(=O)OC3CCCC3=O)cc12 (configuration not stated)	17	-2	-19	104	-0.2	99	20	0	3
CC(C)Sc1nc2ccccc2n1CC(=O)O	-10	-2	1	109	0.3	101	49	-5	-2
Cc1c(Br)c(C(N)=O)nn1C	27	3	1	91	1.4	95	11	-9	-1
O=C(O)CC(NCc1ccco1)C(=O)OCCc1ccccc1 (configuration not stated)	9	-9	5	103	0.4	103	36	1	1
CC(C)(C)N(Cc1ccccc1)C(=O)COC(=O)CN1C(=O)C2CC=CCC2C1=O (configuration not stated)	3	11	-42	102	1.5	105	28	5	-7
Cc1cc(C)cc(NC(=O)CSc2nnc(-c3ccccc3)n2N)c1	27	-17	-17	94	-2.0	97	19	-3	-2
Cc1ccc(N2C(=O)C3C(C2=O)C(C(=O)c2ccc(Cl)cc2)N2CCCC32)cc1 (configuration not stated)	3	1	-22	106	0.8	105	25	6	5
CS(=O)(=O)N(CCc1ccccc1)CC(=O)NCc1ccccn1	24	-4	-2	99	0.5	99	0	-20	7
CC1=C(C(=O)Nc2cc(C(=O)NCCC(C)C)ccc2C)SCCO1	12	-3	-18	99	-0.3	98	30	2	-2
Cn1c(CO)cnc1S(=O)(=O)Cc1ccc([N+](=O)[O-])cc1	36	-10	-3	97	0.4	103	2	5	-6
CCCCc1cc(=O)oc2cc(OCC(=O)N3CCC(C(N)=O)CC3)ccc12	12	-8	-27	102	1.1	103	34	3	0
Cc1cccc(NC(=O)C(C)OC(=O)c2ccccc2NS(=O)(=O)c2cc(C)c(C)c([N+](=O)[O-])c2)c1 (configuration not stated)	·	1	-1	104	-1.0	99	-8	1	1
CCCCNC(=S)Nc1ccc2nc3n(c(=O)c2c1)CCCCC3	-18	4	-12	98	0.7	97	-9	-1	-8
Cc1ccccc1C(=O)NC1CCN(Cc2nnnn2C2CCCC2)CC1	-111	-19	-11	94	-0.5	92	4	1	7
CCOC(=O)CNC(=O)C(Cc1ccccc1)NS(=O)(=O)c1cccs1 (configuration not stated)	2	-2	-6	102	-0.7	100	8	-1	-11
COc1cccc(OCC(O)CN2CCN(c3ccccn3)CC2)c1 (configuration not stated)	29	-1	3	103	0.7	106	3	3	9
CCN(C(=O)Cc1cccs1)c1nnc(-c2cccnc2)s1	10	-13	-11	93	0.6	95	6	-2	1
COCCNC(=O)c1cccc(OC2CCN(Cc3ccc(OC(F)F)cc3)CC2)c1	8	-11	3	109	-0.7	112	·	11	3
C=CCn1c(SCC#N)nnc1-c1ccc2ncccc2c1	·	0	-5	91	0.7	101	41	-23	-1
CCn1c(=O)n(CC)c2cc(N3CCCC3)c(NC(=O)c3cccc(C)c3)cc21	-10	-6	-17	95	-2.5	97	26	-3	27
CCCCS(=O)(=O)NC1=NCN(Cc2ccco2)CN1	3	-1	-3	99	0.4	101	38	2	6
CC(Oc1cccc2ccccc12)C(=O)N/N=C/c1cccnc1 (configuration not stated)	23	1	-37	99	-0.4	98	-12	-6	7
Cc1nn(C)c(C)c1CN(C)C(=O)c1nn2c(c1Br)NC(c1cccs1)CC2C(F)(F)F (configuration not stated)	21	-6	-42	96	-0.1	99	0	-1	0
COc1ccccc1NC(NC(=O)c1ccco1)C(=O)c1ccccc1 (configuration not stated)	24	-4	-5	101	-2.6	98	17	-1	6
Cc1ccc(S(=O)(=O)NC(=O)Nc2ccccc2F)cc1	-134	-5	2	112	2.5	123	-2	18	-1
Cc1nnc(NC(=O)c2cccc(S(=O)(=O)N3CCc4ccccc43)c2)s1	1	0	0	103	-0.5	101	-2	2	-11
N#Cc1c(Nc2ccccc2)c(C=NCCN2CCOCC2)c[nH]c1=O	22	-6	-4	99	-0.2	93	50	-2	-8
O=C(Nc1ccc(Cl)cc1)N1CCOCC1	18	-9	-4	108	4.1	108	3	3	-5
Clc1ccccc1CSc1ncn(-c2ccccc2)n1	-72	-18	-10	102	-0.5	99	8	1	3
O=C(CN1C(=O)c2cccnc2Oc2ccc(Cl)cc21)NCCc1ccccc1	-16	-18	-38	103	-0.8	101	19	12	2
CC(C)C(NS(=O)(=O)c1ccc2c(c1)C(C)(C)C(=O)N2C)C(=O)NCc1ccc(F)cc1 (configuration not stated)	10	3	-19	103	-0.6	103	-98	4	-4
O=C(Cn1c(CO)nc2ccccc21)NC1CCCCCC1	7	-4	-1	94	1.4	94	-10	-2	-15
Cc1cc(Cl)cc(C)c1OCCCCN1CCOCC1	·	-15	4	102	0.3	108	-14	7	8
O=[N+]([O-])c1cccc(/C=C2\CCC(/C=N/Nc3ccc4ccccc4n3)=C2N2CCOCC2)c1	-4	-2	4	89	0.4	94	-4	-2	3
Cc1cc(NC(=O)c2cc3ncc(Br)cn3n2)no1	14	-10	-2	88	0.3	94	1	-7	-1
CC1SCC(=O)N(CC(=O)NCCc2ccccc2)C1=O (configuration not stated)	-4	-7	-2	99	-0.2	93	23	-5	2
COc1ccc(NC(=O)c2cc([N+](=O)[O-])ccc2O)cc1	-6	-17	-4	101	12	100	-27	-2	1
COC(=O)c1ccc(N2CCOCC2)c(NC(=O)c2ccc3c(c2)OCCO3)c1	1	-10	-17	96	-0.6	100	43	5	-3
CCOC(=O)c1sc(=NC(=O)c2cccc(OC)c2)n(C)c1C	-4	-7	0	105	4.8	103	14	1	0
CC(Oc1ccc2ccc(=O)oc2c1)C(=O)NC1CC(C)(C)NC(C)(C)C1 (configuration not stated)	25	-7	4	100	0.9	95	53	-1	-4
CCOC(=O)C(=O)/C(C#N)=C/Nc1ccccc1	-9	-17	1	99	0.6	103	9	13	-6

# One compound at a time (already shown). Values in the order: NALP1 inh	GPR7 antagonist	FID counter	MEKK3 PB1 HTS	OXTR agonist	MEKK2wt PB1 HTS	PHOSPHO1 block	MEKK2 mut-MEK5	M18AAP inhibitor
# O=[N+]([O-])c1cccc(/C=C2\CCC(/C=N/Nc3ccc4ccccc4n3)=C2N2CCOCC2)c1 across the screens: -4	-2	4	89	0.4	94	-4	-2	3
# CCn1c(=O)n(CC)c2cc(N3CCCC3)c(NC(=O)c3cccc(C)c3)cc21 across the screens: -10	-6	-17	95	-2.5	97	26	-3	27

# (cont.)
SMILES	NALP1 inh	GPR7 antagonist	FID counter	MEKK3 PB1 HTS	OXTR agonist	MEKK2wt PB1 HTS	PHOSPHO1 block	MEKK2 mut-MEK5	M18AAP inhibitor
O=C(Nc1ccc(NC(=O)c2ccco2)nc1)c1ccco1	12	1	-2	103	1.4	105	11	6	1
Cc1cc(C)cc(OCC(=O)NCCc2nc3ccccc3[nH]2)c1	4	-13	-8	99	-1.1	93	41	-9	4
CCOC(=O)c1c(C)[nH]c(C(=O)CSc2nccc(C)n2)c1C	30	-17	-7	97	5.6	96	-5	-2	28
CCC(C)(C)NC(=O)CN(CCc1cccc(C)c1)C(=O)c1csnn1	15	-3	-14	92	-1.4	93	24	-6	0
CC(=O)Nc1ccc(S(=O)(=O)N/N=C/c2ccc(C)s2)cc1	19	-13	-3	98	-0.5	99	-10	-2	5
CCCn1c2ccccc2c2nnc(SCC(=O)Nc3nnc(CC(=O)OCC)s3)nc21	-15	2	-5	113	-1.1	107	15	6	-6
COc1ccc(C2CC(O)(c3ccccc3)Oc3cc(OC)c(OC)c(OC)c32)cc1 (configuration not stated)	·	·	·	92	-0.9	93	11	-13	·
O=C(CCl)N(CCc1ccccc1)CCc1ccccc1	2	9	-23	103	-2.2	108	11	7	12
O=C(N/N=C/c1ccc(OCCCF)cc1)c1ccc(C(F)(F)F)cc1	-4	-6	-4	101	-0.1	97	11	-5	-10
N/C(CC1CC1(Cl)Cl)=N\OC(=O)c1ccccc1 (configuration not stated)	-6	-9	-3	100	-1.4	102	20	-2	-4
CCn1cc(C(=O)N2CCN(c3cccc(C)c3C)CC2)c(=O)c2ccc(C)nc21	·	-14	-43	95	-2.3	96	-1	-9	-7
O=C(O)CNC(=O)/C(=C\c1ccco1)NC(=O)c1ccco1	14	-9	-6	104	·	105	39	1	-1
COc1cc(/C=N/N2CCN(C3c4ccccc4-c4ccccc43)CC2)cc(OC)c1O	-1	-5	-6	98	-0.4	100	-10	3	19
NC(=O)c1nn(-c2cccc(Cl)c2)c(=O)cc1O	-6	0	-10	103	0.8	104	-1	5	3
